Tb PYK inh: inhibitors of Trypanosoma brucei pyruvate kinase; TbPYK enzyme, Kinase-Glo Plus ATP luminescence, 45 min; actives 0.12% (n = 410,000); Potency, µM (top dose mostly 76.8 µM), inactives show at the top dose activity, negative = inhibition, usual class: inhibitors; active = well fitted inhibition curve with a large enough effect; also: nearly all actives have a fitted effect of over 50% in size
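Luminescent Kinase-Glo Plus end-point after 45 min room-temperature reaction of T. brucei pyruvate kinase started with 130 uM ADP (final). Buffer TEA 50 mM pH 7.2 with KCl, MgCl2, BSA, Tween-20; titration-based qHTS with fitted concentration-effect curves.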
* = called active by the depositor. % is scaled to controls: 0 for no effect and ±100 for the full control effect; potency is read from the fitted curve at half-maximal effect. This is a subset. The share of hits here may be higher or lower than overall.

SMILES	Tb PYK inh
Cc1cccc(CS(=O)(=O)Cc2ccc(C(=O)NCc3ccc(F)cc3)o2)c1	0%
CC(C)CNc1nc(NC(C)(C)C)nc(Oc2ccc(=O)n(-c3ccccc3)n2)n1	0%
COc1ccc2c(c1)CCc1sc(NC(=O)c3ccc(Cl)cc3)nc1-2	4%
CC(=O)CCC(=O)CNC(=O)CC[C@H]1O[C@@H](n2ccc(=O)[nH]c2=O)[C@H](O)[C@@H]1O	7%
CCc1ccc(CNC(=O)c2ccc(-n3c(C)cc4c3CCC(C)C4)cc2)cc1 (stereo not drawn)	-3%
CC1(C)Oc2c(ccc(O)c2CN2CCOCC2)C2=C1CCCC2	-6%
Cc1ccccc1-c1nc(CN2CCC(C(=O)NCc3ccc(F)cc3)CC2)c(C)o1	-9%
O=C(O)c1ccccc1NC(=O)N1c2ccccc2Sc2ccccc21	-5%
CCOc1ccc(CCNC(=O)c2cc3c(s2)-c2c(C)cccc2OC3)cc1	1%
Cc1ccc(Cn2c(=O)c3ccccc3n3c(CCC(=O)O)nnc23)cc1	2%
CC1(C(=O)NS(=O)(=O)c2ccccc2)CCN1C(=O)Cc1cc(F)ccc1F (stereo not drawn)	2%
CCOc1ccc2c(c1)c(=O)c(S(=O)(=O)c1ccc(F)cc1)cn2CC(=O)Nc1ccccc1C	-2%
CCOCCCNC(=O)c1ccc(Cn2c(=O)c3cccn3c3cccnc32)cc1	1%
CCOC(=O)c1c(S(=O)(=O)N2CCC(C(=O)N3CCN(c4ccccc4F)CC3)CC2)c(C)n(C)c1C	2%
COC(=O)CN(CCCl)P1(=O)OCCCN1CCCl (stereo not drawn)	0%
Cc1cc(NC(=O)c2cc(-c3cccc(Cl)c3)on2)n(-c2ccccc2)n1	-5%
CCc1cc2c(cc3c(=O)n(CC(=O)NCc4cc(Br)ccc4OC)ncn32)s1	3%
CCCNC(=O)N1CCCN(S(=O)(=O)c2ccc3c(ccn3CC)c2)CC1	4%
CNc1ccc(-c2nc(-c3ccccc3C)no2)cc1[N+](=O)[O-]	2%
CC(=O)N1c2ccc(S(=O)(=O)NCC3CCC(C(=O)NC(C)(C)C)CC3)cc2CC1C (stereo not drawn)	1%
Cn1c(=O)c2c(c3ccccc31)OC(=O)CC2c1ccccc1 (stereo not drawn)	6%
Cc1ccccc1Cn1nnc2c(=O)[nH]c(C3CCCN(C(=O)c4ccc(F)cc4)C3)nc21 (stereo not drawn)	-5%
Cn1c(CNC(=O)CSc2nc(-c3ccccc3F)nc3cc(=O)[nH]n23)nc2ccccc21	-8%
Cc1ccc(C)c(N2CCN(C(=O)c3cc4ccc5cccnc5c4[nH]3)CC2)c1	0%
CC(=O)N1c2ccccc2CC1C(=O)N1CCN(c2ccc(F)cc2)CC1 (stereo not drawn)	5%
COC(=O)N1CCC2(CCN(Cc3cc(C(F)(F)F)cc(C(F)(F)F)c3)CC2)CC1	0%
CCOC(=O)C1CCC(CN(Cc2ccc(OC)cc2)S(=O)(=O)c2ccc(F)c(C(=O)Nc3cc(C)ccc3C)c2)CC1 (stereo not drawn)	-8%
Cc1ccc(CNC(=O)CCCn2c(=O)[nH]c3ccc(Br)cc3c2=O)cc1	4%
CCc1ccc(OCc2cc(=O)n3c4c(sc3n2)CCCC4)cc1	3%
Cc1cccc(NC(=O)CN(c2ccc(C(C)C)cc2)S(=O)(=O)c2c(C)nn(C)c2C)c1C	4%
COc1ccc(Cn2c(CCC(=O)NCc3ccc(Cl)cc3)nc3cccnc32)cc1	-6%
N#Cc1ccc(OCC(=O)NCCCN2CCCC2=O)cc1	0%
CNC(=O)c1ccc2c(c1)N(Cc1ccccc1Cl)C(=O)c1ccccc1S2	3%
Cc1ccc(CSc2nc3ccc(NC(=O)COc4ccc(F)cc4)cc3s2)cc1	-4%
CCOC(=O)c1ccc(N2C(=O)c3n[nH]c(-c4cccs4)c3C2c2ccc(Cl)cc2Cl)cc1 (stereo not drawn)	1%
CCOc1ccc(NC(=O)NCc2cccn2Cc2ccccc2)cc1	-4%
C[C@@H]1CCCCO[C@H](CN(C)C(=O)CCC(F)(F)F)[C@@H](C)CN([C@H](C)CO)C(=O)c2cc(NC(=O)c3ccncc3)ccc2O1	-4%
COc1cc(NC(=O)c2ccc(-c3ccnn3C)c3ccoc23)cc(OC)c1OC	1%
CCn1cc(S(=O)(=O)c2cc(C)cc(C)c2)c(=O)c2cc(F)c(N3CCN(c4ccccc4)CC3)cc21	-7%
Cc1cc(C)c2c(CN3CCCCCCC3)cc(=O)oc2c1	4%
COc1ccc(OCCN2CCC(C(=O)NC(c3ccc(F)cc3)c3ncccc3C)CC2)cc1 (stereo not drawn)	-1%
COc1ccc(CCN2CC(C(=O)OCC(=O)NC(Cc3ccccc3)C(C)=O)CC2=O)cc1OC (stereo not drawn)	25%
Cc1nc2nc(SCC(=O)Nc3ccccc3Cl)nn2c(C)c1Cc1ccccc1	4%
COc1cccc(C(NC(C)=O)c2nc(-c3csc4ccccc34)cs2)c1 (stereo not drawn)	0%
CCC(=O)NCCc1nc(-c2ccccc2)no1	2%
Cc1ccc(C(=O)NCC(c2cccnc2)N2CCc3ccccc3C2)cc1C (stereo not drawn)	2%
Cc1ccc(NC(=O)c2cc3c(Cl)nc4ccc(C)cc4c3s2)c(Cl)c1	-1%
COc1ccc(OCC(=O)N/N=C/c2cccc3cccnc23)cc1	-12%
COc1ccc(NC(=O)CSc2nc(-c3ccco3)cc(C(F)(F)F)n2)cc1OC	-4%
C[C@H](CO)N1C[C@H](C)[C@@H](CN(C)C(=O)c2cccnc2)Oc2ncc(Br)cc2C1=O	11%

14 entries from above, ordered by number of heavy atoms, rising:
SMILES	Tb PYK inh
CCC(=O)NCCc1nc(-c2ccccc2)no1	2%
Cc1cc(C)c2c(CN3CCCCCCC3)cc(=O)oc2c1	4%
COc1ccc(OCC(=O)N/N=C/c2cccc3cccnc23)cc1	-12%
Cc1ccc(NC(=O)c2cc3c(Cl)nc4ccc(C)cc4c3s2)c(Cl)c1	-1%
COc1cccc(C(NC(C)=O)c2nc(-c3csc4ccccc34)cs2)c1 (stereo not drawn)	0%
CNC(=O)c1ccc2c(c1)N(Cc1ccccc1Cl)C(=O)c1ccccc1S2	3%
Cc1ccc(C(=O)NCC(c2cccnc2)N2CCc3ccccc3C2)cc1C (stereo not drawn)	2%
Cc1nc2nc(SCC(=O)Nc3ccccc3Cl)nn2c(C)c1Cc1ccccc1	4%
COc1ccc(Cn2c(CCC(=O)NCc3ccc(Cl)cc3)nc3cccnc32)cc1	-6%
CCOC(=O)c1ccc(N2C(=O)c3n[nH]c(-c4cccs4)c3C2c2ccc(Cl)cc2Cl)cc1 (stereo not drawn)	1%
COc1ccc(OCCN2CCC(C(=O)NC(c3ccc(F)cc3)c3ncccc3C)CC2)cc1 (stereo not drawn)	-1%
COc1ccc(CCN2CC(C(=O)OCC(=O)NC(Cc3ccccc3)C(C)=O)CC2=O)cc1OC (stereo not drawn)	25%
CCn1cc(S(=O)(=O)c2cc(C)cc(C)c2)c(=O)c2cc(F)c(N3CCN(c4ccccc4)CC3)cc21	-7%
C[C@@H]1CCCCO[C@H](CN(C)C(=O)CCC(F)(F)F)[C@@H](C)CN([C@H](C)CO)C(=O)c2cc(NC(=O)c3ccncc3)ccc2O1	-4%

Additional entries:
SMILES	Tb PYK inh
CCc1ccc(N2CC(c3nc4ccccc4n3Cc3ccccc3C)CC2=O)cc1 (stereo not drawn)	-4%
COc1ccc(C(=O)c2ccc3oc(-c4ccc(OC)cc4)c(C#CCCO)c3c2)cc1	-2%
Cc1noc(C)c1C(=O)N1CCC1(C)C(=O)NS(=O)(=O)c1ccccc1Cl (stereo not drawn)	3%
CCCOc1ccc(F)cc1-c1cc(C(=O)NCc2cccs2)[nH]n1	1%
COc1ccc(OC(=O)COc2ccccc2C)cc1	2%
O=C(Nc1nc(-c2ccc3c(c2)OCCO3)cs1)c1ccc(Br)o1	-9%
CCN(CC)CCC(=O)N1C/C(=C/c2ccccc2)C(=O)/C(=C\c2ccccc2)C1	-12%
O=C(/C=C/c1ccccc1[N+](=O)[O-])OCC(=O)N1CCN(c2ccccc2)CC1	-1%
Cc1ccc(CN2CCCn3nc(C(=O)NCC(C)c4ccccc4)cc3C2=O)cc1 (stereo not drawn)	1%
CC(=O)Nc1cc2c(cc1Cl)-c1ccc(F)cc1C2O (stereo not drawn)	2%
COCCCNC(=O)Cn1nc(N2CCN(c3ccccc3)CC2)ccc1=O	0%
CC1CCN(S(=O)(=O)c2ccc3ncn(CC(=O)Nc4ccccc4C(F)(F)F)c(=O)c3c2)CC1	4%
NC(c1csc(Nc2ccc(C(=O)NCCO)cc2)n1)C1CCCCC1 (stereo not drawn)	5%
CC(=O)Nc1ccc(-c2ccnc3c2CC(C)(C(=O)Nc2cccc(C(F)(F)F)c2)O3)cc1 (stereo not drawn)	-2%
Cc1ccc(-n2c(SCC(N)=O)nc3c(oc4ccccc43)c2=O)cc1C	6%
CCCN(C(=O)c1sc2nc3n(c(=O)c2c1C)CCCC3)c1ccccc1C	-1%
CC(C)COC(=O)N1CCCCC1c1cc(C(=O)N2CCOCC2)no1 (stereo not drawn)	-5%
Cc1cccc(N2CCN(C(=O)CCNS(=O)(=O)c3ccc4c(c3)CCN4C(=O)C3CC3)CC2C)c1 (stereo not drawn)	1%
O=C(Nc1ccc2nc(SCCOc3ccccc3)sc2c1)c1cccs1	-1%
CC1=C(C(N)=O)C(c2ccc(C)cc2)n2nc(SCc3ccccc3)nc2N1 (stereo not drawn)	1%
COc1cc(Cl)ccc1OCc1cc(C(=O)N2CCN(C)C(=O)[C@@H]2C)no1	0%
CCOC1=C2[C@@H](CN(S(=O)(=O)c3ccc(C)cc3)[C@H]2c2cccc3ccccc23)[C@H]2C(=O)N(C3CCCCC3)C(=O)[C@H]2C1	1%
O=C(CSc1ncccc1C(=O)Oc1ccccc1Cl)Nc1ccc(C(F)(F)F)cc1Cl	-5%
O=C(O)C(Cc1ccccc1)N1C(=O)c2c(Cl)c(Cl)c(Cl)c(Cl)c2C1=O (stereo not drawn)	-6%
CC(C)(C(=O)N1CCC1(C)C(=O)NS(=O)(=O)c1ccc(Br)cc1)c1ccccc1 (stereo not drawn)	-8%
CCOc1ccc(CCNC(=O)CSc2n[nH]c(-c3ccccc3)n2)cc1OCC	-8%
CCOC(=O)c1ccc(CN(Cc2ccccc2C)S(=O)(=O)c2ccc(F)c(C(=O)Nc3cccc(OC)c3)c2)cc1	6%
O=C(Oc1cccc2c(O)cccc12)c1ccccc1Cl	-2%
CN(C)CCCNc1nc2cc(-c3ccc(C(=O)N4CCN(C)CC4)cc3)sc2c(=O)n1C	-1%
COc1cccc2cc(-c3cn4ccc(C)cc4n3)c(=O)oc12	-14%
CCN1C[C@@H]2[C@@H]3C(=O)N(C)C(=O)[C@@H]3[C@](CC)(C1=O)N2C(=O)c1ccccc1	0%
COc1cc(OC)cc(C(=O)Nc2ccccc2-c2nc3ccccc3s2)c1	-1%
COc1cc(OC)cc(C(=O)Nc2ccc3nc(Nc4cccc(C(F)(F)F)c4)cc(C)c3c2)c1	2%
CC(C)[C@@]1(NC(=O)[C@H]2C[C@H]3c4cccc5[nH]cc(c45)C[C@@H]3N(C)C2)O[C@]2(O)[C@H]3CCCN3C(=O)CN2C1=O (tested in a mixture with another compound)	0%
Cc1ccc(NC(=O)OC(C)N2CCCCC2)cc1NC(=O)OC(C)N1CCCCC1 (stereo not drawn)	4%
CCc1ccc2oc(C(=O)Nc3c(C)n(C)n(-c4ccccc4)c3=O)cc(=O)c2c1	0%
COC(=O)c1ccc(C(=O)OC)c(NC(=O)c2cc3nc(-c4ccc(C)cc4)cc(C(F)(F)F)n3n2)c1	-1%
CCCS(=O)(=O)NC(=O)C1(C)CCCN(C(=O)c2ccccc2Br)C1 (stereo not drawn)	-5%
COc1ccc(-c2noc(-c3ccc(NC4CCCC4)c([N+](=O)[O-])c3)n2)cc1	4%
CCc1nnc(NC(=O)CSc2nccn2Cc2ccc(F)cc2)s1	4%

Quoted at random: 2 entries already listed, in no set order.
SMILES	Tb PYK inh
CCCS(=O)(=O)NC(=O)C1(C)CCCN(C(=O)c2ccccc2Br)C1 (stereo not drawn)	-5%
COc1ccc(-c2noc(-c3ccc(NC4CCCC4)c([N+](=O)[O-])c3)n2)cc1	4%

Going on with the list:
SMILES	Tb PYK inh
COc1cc(CN2C[C@@H](CO)O[C@@H](n3cnc4c(N5CCN(c6ccccc6)CC5)ncnc43)C2)cc(OC)c1OC	2%
Cc1cn([C@H]2C[C@H](O)[C@@H](CNC(=O)[C@H](N)Cc3cn(COCc4ccccc4)cn3)O2)c(=O)[nH]c1=O	3%
COC(=O)C1=C(C)N(CCCC(=O)O)C(=O)NC1c1cccc(OC)c1 (stereo not drawn)	0%
CN(C)c1nn2c(-c3ccccc3)nnc2o1	2%
CC(=O)OC[C@@H]1CN(Cc2ccccc2)C[C@H](n2cnc3c(N(C)C(C)C)ncnc32)O1	3%
Cc1ccc2c(=O)n3c(nc2c1)C(Cc1ccc(O)cc1)NC(=O)c1cc2ccccc2cc1-3 (stereo not drawn)	2%
CCOc1cc(/C=C/C(=O)OCC(=O)N(CC)C2CCS(=O)(=O)C2)cc(Cl)c1OC (stereo not drawn)	2%
CCCCNC(=O)C1(C)CCCCN1Cc1ccc(-c2ccccc2)cc1 (stereo not drawn)	2%
Cc1ccccc1NC(=O)CSc1cn(CC(=O)N2CCCCCC2)c2ccccc12	3%
O=C(NC1CC1)C1=C[C@@H](c2ccc(C(F)(F)F)cc2)C[C@@H](OCCCCO)O1	0%
CCS(=O)(=O)c1nc(S(=O)(=O)c2ccc(Cl)cc2)c(NCc2ccccc2Cl)s1	-2%
CCOC(=O)c1cc(NC(=O)c2ccc(F)cc2)c(=O)n2c1oc1ccc(Cl)cc12	4%
CCOC(=O)C1CCCCN1C(=O)c1cc2ccc(OC)cc2c2cc(OC)c(OC)cc12 (stereo not drawn)	1%
Nc1ncn[nH]1	2%
CCCCN(C)c1c(C)nc2ccc(C(=O)NCCCn3ccnc3)cn12	-2%

From PubChem BioAssay
